Source: PubChem (The Scripps Research Institute Molecular Screening Center)
GBA enhancer: GBA activity enhancers in patient fibroblasts, primary screen, cell-based; L444P Gaucher fibroblasts, 4-MU-glucoside fluorescence, 3 days; Lysosomal acid glucosylceramidase (Homo sapiens), P04062; activation, % at 10 µM; AID 784, 2007; 0.44% of 30,000 active; in the data active = activation above about 65%;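 also: 0% = vehicle wells and 100% = positive control wells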
Target sequence (P04062 whole entry L483P): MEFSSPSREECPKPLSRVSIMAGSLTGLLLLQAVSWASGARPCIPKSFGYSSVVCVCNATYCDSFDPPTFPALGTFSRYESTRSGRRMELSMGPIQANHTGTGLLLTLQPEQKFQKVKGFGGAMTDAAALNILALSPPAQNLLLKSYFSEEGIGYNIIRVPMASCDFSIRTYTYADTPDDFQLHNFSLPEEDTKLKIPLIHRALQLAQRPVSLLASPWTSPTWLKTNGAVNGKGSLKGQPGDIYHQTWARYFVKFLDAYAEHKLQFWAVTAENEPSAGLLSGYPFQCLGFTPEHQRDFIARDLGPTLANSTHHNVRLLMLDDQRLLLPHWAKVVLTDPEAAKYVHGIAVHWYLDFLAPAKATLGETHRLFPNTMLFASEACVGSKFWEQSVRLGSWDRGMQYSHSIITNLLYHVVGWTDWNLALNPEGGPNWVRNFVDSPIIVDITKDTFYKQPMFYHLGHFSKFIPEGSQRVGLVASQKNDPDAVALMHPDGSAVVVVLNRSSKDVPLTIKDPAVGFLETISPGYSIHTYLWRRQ
An asterisk follows results filed as active. Not all compounds are listed, so the mix of outcomes need not match the whole.

Compound,GBA enhancer
COc1ccccc1NS(=O)(=O)c1ccc(C(=O)OCC(=O)NCc2ccco2)cc1,17
O=S(=O)(NC1CCCC1)c1ccc(S(=O)(=O)N(Cc2cccs2)CC2CCCO2)cc1 (stereo unspecified),-14
O=C(CNS(=O)(=O)c1cccc2nsnc12)NCc1ccc(Cl)cc1,8
CCOC(=O)N1CCN(C(=O)CN(c2cc(Cl)ccc2OC)S(=O)(=O)c2ccccc2)CC1,1
Cc1cc(C(=O)Nc2sc(C)c(C)c2C#N)no1,-4
COc1cccc(C(=O)N(CN2CCCC2=O)c2cccc(Cl)c2)c1OC,0
Cc1cc2ccccc2c(=O)n1CC(=O)N1CCN(c2cccc(Cl)c2)CC1,-13
CCn1c(SCC(=O)Nc2nc(C)c(C)s2)nnc1-c1ccco1,-8
CCN(CC)S(=O)(=O)c1cc(C(=O)OCC(=O)c2ccc3c(c2)NC(=O)CO3)ccc1F,-14
CCOC(=O)c1cccc(N2C(=O)c3ccccc3S2(=O)=O)c1,-19
CCOC(=O)Nc1cc2c(cc1C(C)=O)OCO2,-33
N#Cc1ccccc1OCCN1C(=O)c2ccccc2C1=O,-18
c1ccc(C(Cc2nc(-c3ccncc3)no2)c2ccccc2)cc1,-10
O=C(CN1CC(=O)Oc2ccccc21)NCc1ccco1,10
CCCCn1c(SCC(N)=O)nnc1-c1cc(OC)c(OC)c(OC)c1,-23
COc1ccccc1N1CCN(C(=O)CN(c2ccccc2OC)S(=O)(=O)c2ccccc2)CC1,-45
CC(C)(C)NCC(O)COc1ccccc1C(C)(C)C (stereo unspecified),-34
Cc1cc(C)n(C(=O)CCCCCC(=O)n2nc(C)cc2C)n1,-1
C/C=C/Cn1c(Br)nc2c1c(=O)n(C)c(=O)n2C,-6
CC(C)Cn1c(SCC#N)nc2ccccc2c1=O,-1
COc1ccc(CCNC(=O)CSc2ncnc3c2oc2ccccc23)cc1OC,-23
C/C(N)=C(/C#N)C(=O)CSc1nnc(COc2ccccc2Cl)o1,-4
CC(=O)c1cc2c(cc1NC(=O)c1cnc(C)cn1)OCO2,15
N#Cc1c(-c2cccs2)cc(-c2ccccn2)nc1N,19
CC(=O)Oc1ccc2oc(=O)c3c(c2c1)CCCN3C(=O)CN1CCN(c2ncccn2)CC1,-22
Cc1cc(=O)n(CC=C(Cl)Cl)c2ccccc12,-31
CCN(CC)CC(=O)Nc1ccc(C)cc1Br,0
CCOC(=O)C1=C(N)OC2=C(C(=O)CC(C)(C)C2)C1c1ccccc1OCC#N (stereo unspecified),-19
O=C(CCN1C(=O)c2ccccc2C1=O)Nc1ccc(S(=O)(=O)NC2=NCCCCC2)cc1,10
O=C(Nc1nnc(-c2ccco2)s1)C1CC1,0
Cc1ccc(NC(=O)c2nc[nH]c2C(=O)N2CCCCC2)c(C(=O)c2ccccc2)c1,-49
COc1ccc(C2C(C(=O)N3CCOCC3)=C(C)NC3=C2C(=O)CC(C)(C)C3)c(OC)c1 (stereo unspecified),-32
Cc1noc(C)c1CSc1nc2ccccc2c(=O)n1-c1ccccc1,-38
COc1cccc(C2NC(=O)NC(C)=C2C(=O)Nc2cc(OC)ccc2OC)c1 (stereo unspecified),2
CCOC(=O)c1cc(S(=O)(=O)N2CCN(C(=O)OCC)CC2)cn1C,-21
CCn1c(SCC(=O)Nc2ccccc2N2CCOCC2)nnc1-c1ccccc1,-20
O=c1oc2ccccc2n1CCCCCn1c(=O)oc2ccccc21,-11
CCOC(=O)c1[nH]c2ccc(C)cc2c1NC(=O)CN1CCCCC1,6
Cn1c(SCC(=O)N2CCc3ccccc32)nc2cccnc21,-6
CSc1ccccc1NC(=O)c1ccccc1N(C)S(C)(=O)=O,6
CCOC(=O)N1CCN(C(=O)CCS(=O)(=O)c2ccc(Br)s2)CC1,-23
CCCCOc1cc(=O)[nH]c(=O)[nH]1,-4
O=C(NCc1ccco1)c1ccc(Cl)c(S(=O)(=O)N2CCOCC2)c1,-11
CCN(CC)C(=O)COc1ccc(-c2nnc(N3CCCCC3)c3ccccc23)cc1,-24
CC(C)C(OC(=O)c1cccs1)C(=O)NCc1ccco1 (stereo unspecified),-14
O=C(CN1CCN(c2ccccc2)CC1)Nc1nnc(-c2ccccc2)s1,6
CCNc1nc(N2CCCCC2)nc(-n2nnc(C(=O)OCC)c2C)n1,41
CCOC(=O)c1cccc(NC(=O)CSc2nnc(-c3ccoc3C)n2CC)c1,3

24 entries from above, sorted by length of the SMILES, falling.
Compound,GBA enhancer
COc1ccc(C2C(C(=O)N3CCOCC3)=C(C)NC3=C2C(=O)CC(C)(C)C3)c(OC)c1 (stereo unspecified),-32
CCN(CC)S(=O)(=O)c1cc(C(=O)OCC(=O)c2ccc3c(c2)NC(=O)CO3)ccc1F,-14
CCOC(=O)N1CCN(C(=O)CN(c2cc(Cl)ccc2OC)S(=O)(=O)c2ccccc2)CC1,1
CC(=O)Oc1ccc2oc(=O)c3c(c2c1)CCCN3C(=O)CN1CCN(c2ncccn2)CC1,-22
COc1ccccc1N1CCN(C(=O)CN(c2ccccc2OC)S(=O)(=O)c2ccccc2)CC1,-45
O=S(=O)(NC1CCCC1)c1ccc(S(=O)(=O)N(Cc2cccs2)CC2CCCO2)cc1 (stereo unspecified),-14
CCOC(=O)C1=C(N)OC2=C(C(=O)CC(C)(C)C2)C1c1ccccc1OCC#N (stereo unspecified),-19
COc1ccccc1NS(=O)(=O)c1ccc(C(=O)OCC(=O)NCc2ccco2)cc1,17
Cc1cc2ccccc2c(=O)n1CC(=O)N1CCN(c2cccc(Cl)c2)CC1,-13
CCOC(=O)c1cccc(NC(=O)CSc2nnc(-c3ccoc3C)n2CC)c1,3
O=C(NCc1ccco1)c1ccc(Cl)c(S(=O)(=O)N2CCOCC2)c1,-11
COc1cccc(C(=O)N(CN2CCCC2=O)c2cccc(Cl)c2)c1OC,0
O=C(CNS(=O)(=O)c1cccc2nsnc12)NCc1ccc(Cl)cc1,8
CCOC(=O)c1[nH]c2ccc(C)cc2c1NC(=O)CN1CCCCC1,6
Cc1noc(C)c1CSc1nc2ccccc2c(=O)n1-c1ccccc1,-38
Cc1cc(C)n(C(=O)CCCCCC(=O)n2nc(C)cc2C)n1,-1
CC(=O)c1cc2c(cc1NC(=O)c1cnc(C)cn1)OCO2,15
O=c1oc2ccccc2n1CCCCCn1c(=O)oc2ccccc21,-11
C/C=C/Cn1c(Br)nc2c1c(=O)n(C)c(=O)n2C,-6
O=C(CN1CC(=O)Oc2ccccc21)NCc1ccco1,10
Cc1cc(C(=O)Nc2sc(C)c(C)c2C#N)no1,-4
CCOC(=O)Nc1cc2c(cc1C(C)=O)OCO2,-33
CC(C)Cn1c(SCC#N)nc2ccccc2c1=O,-1
CCN(CC)CC(=O)Nc1ccc(C)cc1Br,0

(next part)
Compound,GBA enhancer
CSc1nc2ccccc2n1Cc1cccc(F)c1,-2
CC1CCN(S(=O)(=O)c2cn(CC(=O)N3CCN(C)CC3)c(=O)c3ccccc23)CC1,-30
COc1cccc(OCc2nnc(SCC(=O)OCc3ccccc3)o2)c1,-1
COc1ccc(CCNC(=O)c2cc(-c3cc(C)c(C)cc3O)n[nH]2)cc1OC,-3
CS(=O)(=O)c1nc(-c2cccs2)cc(C(F)(F)F)n1,-84
O=C(CN1CCN(C(=O)c2ccco2)CC1)Nc1cc(C(F)(F)F)ccc1Cl,5
COc1ccc2cc3c(N)c(C(=O)N4CCCC4)sc3nc2c1,12
O=C1CCc2cc(S(=O)(=O)NCCC(=O)N3CCN(c4cccc(Cl)c4)CC3)ccc2N1,-20
FC(F)(F)COc1nc(OCC(F)(F)F)nc(N2CCN(c3ccccc3)CC2)n1,13
CCC1(C)Cc2c(sc3nc(SCC(=O)O)[nH]c(=O)c23)CO1 (stereo unspecified),-8
CN1CCCC(OC(=O)c2cc(Br)ccc2Cl)C1 (stereo unspecified),-10
CCOC(=O)C1CCN(C(=O)CSCc2nc(-c3ccc(OCC)cc3)oc2C)CC1,14
CCN(CCNC(=O)C1CC(=O)N(CCc2ccccc2)C1)c1ccccc1 (stereo unspecified),33
CN1CC(=O)N(CC(=O)NCc2ccc(F)cc2)c2ccccc2C1=O,-4
O=C(COC(=O)c1ccc(Oc2ccccc2)cc1)Nc1nnc(-c2ccccc2)o1,-9
O=C1OCCC1Sc1nnc(-c2cccs2)n1Cc1ccccc1 (stereo unspecified),-12
CCOC(=O)c1c(C)[nH]c(C(=O)COC(=O)CNC(=O)C2CCCCC2)c1C,-21
CC(=O)[C@@]1(O)CC[C@H]2[C@@H]3C[C@H](C)C4=CC(=O)CC[C@]4(C)[C@H]3CC[C@@]21C,-36
CC(C)CCNC(=O)CCCOc1cc(=O)n(C)c2ccccc12,-54
CCSc1nc2c(c(=O)[nH]1)C(c1cccnc1)C(C(=O)OC)=C(C)N2 (stereo unspecified),6
CCOCCCNc1nc2c([nH]1)c(=O)n(C)c(=O)n2C,-6
O=C(Cn1cc(/C=N/O)c2ccccc21)N1CCOCC1,-15
CCC12CC3CC(C1)CC(C(=O)Nc1nn[nH]n1)(C3)C2,10
COc1ccc(S(=O)(=O)Nc2cccc(NC(C)=O)c2)cc1,-5
CCOC(=O)C1CCN(S(=O)(=O)c2ccc(OCC)cc2)CC1,-8
O=C(c1cccs1)N1CCN(Cc2cccnc2)CC1,2
CS(=O)(=O)N(CC(=O)O)c1cccc(Cl)c1,23
Cc1ccc(S(=O)(=O)N(CC(=O)N2CCOCC2)C2CCCCC2)cc1,3
CCCCc1c(C)nn(-c2nnc3c4ccccc4n(CC)c3n2)c1C,8
Cc1cc(C)c(S(=O)(=O)N(C)CC(N)=O)c(C)c1,-6
O=C(NCCCN1CCN(c2ccccc2F)CC1)C1CCN(S(=O)(=O)N2CCOCC2)CC1,-47
CC(C)Cn1c(NCCN(C)C)nc2c1c(=O)[nH]c(=O)n2C,-48
CC1CC2(CC(C)(C(=O)CSc3nc4ccccc4s3)OC2=O)C(=O)O1 (stereo unspecified),-22
O=C(O)CCC(=O)NCC1OCCc2ccccc21 (stereo unspecified),-9
CCc1n[nH]c2c1/C(=N\O)CC(c1ccccc1)C2 (stereo unspecified),5
CC(=O)c1cccc(NC(=O)CN(c2cccc(F)c2)S(C)(=O)=O)c1,-2
Cc1noc(NS(=O)(=O)c2ccc(N)cc2)c1C,-39
Cc1nn(C(=O)c2ccccc2)c2c1C(=O)CC(C)(C)C2,-2
COc1ccc(CN2CCN(S(=O)(=O)c3ccc(F)cc3)CC2)cc1OC,-24
COC(=O)c1ccc(CSc2ncnc3c2nnn3-c2ccc(F)cc2)o1,1
CCCCCCn1c(CN2CCN(C(=O)c3ccco3)CC2)nc2c1c(=O)n(C)c(=O)n2C,-6
O=C(c1cccs1)N1CCN(S(=O)(=O)N2CCOCC2)CC1,-2
Cc1ccc(-c2csc(NC(=O)c3ccno3)n2)cc1,8
O=c1cc(N2CCc3ccccc32)[nH]c(=O)n1Cc1ccc(F)cc1,-5
CCC(=O)Nc1cc(C)c(NC(=O)c2ccco2)cn1,-72
COc1ccc(CCNC(=O)CCC(=O)N2CCN(S(=O)(=O)c3ccccc3)CC2)cc1OC,-28
Cc1ccc(C(C)C)c(OCCCN2CC(C)OC(C)C2)c1 (stereo unspecified),-16
C=CCc1cccc(C2Nc3ccccc3C(=O)N2O)c1O (stereo unspecified),-10

Rewritten with each value named: part of the list above
> Cc1nn(C(=O)c2ccccc2)c2c1C(=O)CC(C)(C)C2
  GBA enhancer = -2

> COc1ccc(CN2CCN(S(=O)(=O)c3ccc(F)cc3)CC2)cc1OC
  GBA enhancer = -24

Other structures follow.
Compound,GBA enhancer
N=c1c2c3c(sc2nc2n1CCCCC2)CCCCC3,-13
CCCn1nnc(NC(=O)COc2ccc(C3CCCCC3)cc2)n1,0
COC(=O)c1ccc(CN2C(=O)NC3(CCCc4ccccc43)C2=O)o1 (stereo unspecified),-4
Cc1ccc(C(O)c2cccnc2)o1 (stereo unspecified),9
COc1ccccc1NC(=O)CSc1nnc(-c2ccco2)n1Cc1ccco1,-52
O=c1cc(CSc2nnc(COc3ccccc3)o2)c2ccccc2[nH]1,11
O=C1CN(C(=O)COC(=O)c2ccccc2NC(=O)c2ccco2)c2ccccc2N1,-1
Cc1c(NC(=O)c2cc(-c3cccs3)on2)c(=O)n(-c2ccccc2)n1C,-2
COc1cc(NS(=O)(=O)c2cccc3nsnc23)c(C(=O)O)cc1OC,1
CCCC(=O)c1cc2ccccc2oc1=O,8
COC(=O)CSc1nnc(-c2ccoc2C)n1-c1ccc(OC)cc1,-4
Cn1ncc(N)c1C(=O)Nc1cccc(C(F)(F)F)c1,-8
Cc1onc(-c2ccccc2)c1C(=O)Oc1cccnc1,3
CC(=O)c1cnc2nc(C(F)(F)F)nn2c1C,-12
COc1cc(/C=c2\sc3nc(-c4ccncc4)nn3c2=O)ccc1OC(C)=O,-22
COC(=O)c1ccc(CSc2ccc3nnc(-c4ccc(OC)c(OC)c4)n3n2)o1,-9
